BAZ2B inh: qHTS Assay for Inhibitors of BAZ2B | Bromodomain adjacent to zinc finger domain protein 2B (Homo sapiens), Q9UIF8 | AlphaScreen BAZ2B-H3K14Ac peptide displacement | Potency, µM (doses to about 114 µM), for the others: at the highest dose activity change, negative = inhibition, most hits filed as inhibitors | 360,000 compounds, 4.4% hits | AID 504333, 2011; further: potency means the concentration at half of the fitted maximal effect; on the % scale 0 is the no-effect control and ±100 the full control effect; nearly all actives have a fitted effect of over 60% in size
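Inhibition is scored as reduced AlphaScreen emission. The BAZ2B/b-H3(5-23)K14Ac complex (50 nM each) in PBS pH 7.4, 0.01% Tween-20 meets compound (up to 110 uM) for 30 min at RT before bead addition.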
PI4K2A block: qHTS for small molecular inhibitors of PI4K2A; purified PI4K2A, ADP-Glo luminescence, 1 h; active compounds read low; 420,000 compounds, 0.13% hits; activity change, negative = inhibition, % at 76.9 µM; AID 1346378, 2018; Phosphatidylinositol 4-kinase type 2-alpha (Homo sapiens), Q9BTU6; in the data active means activity change below about -50%; inconclusive means mostly about -30% to -49%;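 further: -100% = wells without enzyme as full effect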
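In this quantitative HTS, ADP production by PI4K2A was quantified luminescently after 1 h at ambient temperature; 100 microM adenosine served as plate-quality control.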
Pol eta inh: qHTS for Inhibitors of Polymerase Eta. AID 588591, 2011. DNA polymerase eta (Homo sapiens), Q9Y253. 390,000 compounds, 1.2% hits. recombinant Pol eta, fluorescent DNA replication assay. Potency, µM (top dose mostly 114 µM), inactives show top-dose activity change, negative = inhibition, hits mostly inhibitors; further: potency means the concentration at half of the fitted maximal effect; on the % scale 0 is the no-effect control and ±100 the full control effect
Target sequence (Q9Y253 whole entry, looked up): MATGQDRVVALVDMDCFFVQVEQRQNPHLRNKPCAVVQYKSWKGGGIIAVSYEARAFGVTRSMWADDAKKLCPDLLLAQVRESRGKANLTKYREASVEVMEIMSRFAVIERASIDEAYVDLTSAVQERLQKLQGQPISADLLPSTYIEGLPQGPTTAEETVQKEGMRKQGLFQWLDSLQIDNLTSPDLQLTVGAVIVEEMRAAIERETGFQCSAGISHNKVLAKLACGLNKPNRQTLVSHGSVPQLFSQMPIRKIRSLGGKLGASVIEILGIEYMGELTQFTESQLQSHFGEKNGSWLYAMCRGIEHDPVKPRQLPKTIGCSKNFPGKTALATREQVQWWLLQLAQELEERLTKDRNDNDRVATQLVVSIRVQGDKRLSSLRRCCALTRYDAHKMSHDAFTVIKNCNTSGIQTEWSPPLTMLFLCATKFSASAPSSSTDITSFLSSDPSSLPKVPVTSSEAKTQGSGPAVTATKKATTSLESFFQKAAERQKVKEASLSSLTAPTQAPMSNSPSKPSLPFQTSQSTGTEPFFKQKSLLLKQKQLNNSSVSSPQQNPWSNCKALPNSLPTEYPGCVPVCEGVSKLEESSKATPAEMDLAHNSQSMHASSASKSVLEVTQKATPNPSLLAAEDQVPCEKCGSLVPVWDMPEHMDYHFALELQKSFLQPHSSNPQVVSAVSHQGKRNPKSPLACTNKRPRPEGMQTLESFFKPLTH
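Fluorescent replication assay: 50 nM final substrate added after a 15 min room-temperature compound preincubation with 10 nM enzyme. Signal taken at 0 min and again at 10 min.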
PGK inhibitor: qHTS Assay to Find Inhibitors of Phosphoglycerate Kinase. Phosphoglycerate kinase, glycosomal (Trypanosoma brucei brucei), P07378. PGK/GAPDH coupled, Kinase-Glo luminescence, 60 min. Potency, µM (titrated, usually from 57.5 µM), inactives show at the highest dose activity change, negative = inhibition, usual class: inhibitors. 380,000 compounds, 0.043% hits; further: potency means the concentration at half of the fitted maximal effect; on the % scale 0 is the no-effect control and ±100 the full control effect; nearly all actives have a fitted effect of over 60% in size
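Recombinant glycosomal PGK reaction used 1,3-bisphosphoglycerate generated in-well by GAPDH (100nM final) in 100mM TEA pH 7.6, 5mM MgCl2, 0.01% Tween-20. After 60 minutes at room temperature, ATP was read by Kinase-Glo Plus luminescence end-point.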
GLS inh: qHTS for Inhibitors of Glutaminase (GLS); GLS enzymatic activity, qHTS titration; Potency, µM (titrated, usually from 45.5 µM), inactives show top-dose activity change, negative = inhibition, hits mostly inhibitors; 410,000 compounds, 0.21% hits; Glutaminase kidney isoform, mitochondrial (Homo sapiens), O94925; AID 624170, 2012; further: potency means the concentration at half of the fitted maximal effect; on the % scale 0 is the no-effect control and ±100 the full control effect
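Enzyme dispensed in phosphate buffer (45 mM, pH 8.2, 0.02% Tween-20), compounds pinned in, then 1 mM L-glutamine solution and the glutamate oxidase–HRP–Amplex Red mix added; fluorescence read immediately and again after 30 min at room temperature.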
HP1b binding inh: HTS for Inhibitors of HP1-beta Chromodomain Interactions with Methylated Histone Tails. Chromobox protein homolog 1 (Homo sapiens), P83916. 390,000 compounds, 0.56% hits. Potency, µM (series often up to 114 µM), inactives show top-dose activity change, negative = inhibition, most hits filed as inhibitors. AlphaScreen HP1-beta / biotin-H3K9me3 peptide binding; further: potency means the concentration at half of the fitted maximal effect; nearly all actives have a fitted effect of over 70% in size; inactives centre near 23
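Compound inhibition of the preformed complex between 50 nM HP1-beta and 50 nM biotinylated H3K9me3 peptide was read by AlphaScreen. Buffer was PBS pH 7.4 with 0.01% Tween-20. Incubations ran 30 min at room temperature, with 10 ug/mL donor/acceptor beads.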
Pin1 inh: qHTS Assay to Find Inhibitors of Pin1. Peptidyl-prolyl cis-trans isomerase NIMA-interacting 1 (Homo sapiens), Q13526. Pin1 FP peptide displacement, HiFluor488, 10 min. Potency, µM (highest dose often 115 µM), inactives show top-dose activity, negative = inhibition, most hits filed as inhibitors. 390,000 compounds, 0.009% hits; active means well fitted inhibition curve with a large enough effect in the polarisation, with a control signal flat, not every such curve was filed as active; inconclusive means small, poorly fitted or top-dose-only effect, or effect the other way, or a change in a side signal; inactive means no such curve, though single readings can be large or run the other way; the % refers to the polarisation; further: potency means the concentration at half of the fitted maximal effect; on the % scale 0 is the no-effect control and ±100 the full control effect
JMJD2A Tudor: qHTS Assay for Inhibitors of JMJD2A-Tudor Domain; Lysine-specific demethylase 4A (Homo sapiens), O75164; AlphaScreen JMJD2A-Tudor / H3K4me3 peptide binding; Potency, µM (top dose mostly 114 µM), for the others: top-dose activity change, negative = inhibition, usual class: inhibitors; 390,000 compounds, 4.4% hits; further: potency means the concentration at half of the fitted maximal effect; on the % scale 0 is the no-effect control and ±100 the full control effect; nearly all actives have a fitted effect of over 50% in size
G9a block: qHTS Assay for Inhibitors of Histone Lysine Methyltransferase G9a; 350,000 compounds, 8.8% hits; Histone-lysine N-methyltransferase EHMT2 (Homo sapiens), Q96KQ7; Potency, µM (top dose mostly 102 µM), without a hit: at the highest dose activity, negative = inhibition, most hits filed as inhibitors; G9a H3K9 monomethylation, AlphaScreen, 2 h; further: potency means the concentration at half of the fitted maximal effect; on the % scale 0 is the no-effect control and ±100 the full control effect; nearly all actives have a fitted effect of over 75% in size
Target sequence (Q96KQ7 913-1193 limits assumed): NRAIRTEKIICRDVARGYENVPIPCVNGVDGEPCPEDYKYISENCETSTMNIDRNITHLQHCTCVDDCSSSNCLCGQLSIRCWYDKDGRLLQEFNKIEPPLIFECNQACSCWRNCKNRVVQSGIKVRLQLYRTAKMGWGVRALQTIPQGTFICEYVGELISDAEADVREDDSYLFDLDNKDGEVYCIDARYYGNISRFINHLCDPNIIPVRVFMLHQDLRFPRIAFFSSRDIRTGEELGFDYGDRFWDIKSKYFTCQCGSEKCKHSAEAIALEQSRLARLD
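AlphaScreen read-out: biotin-H3K9 peptide (500 nM) methylation by 20 nM enzyme with 20 uM SAM, 2 h at room temperature after 15 min compound preincubation; anti-monomethyl H3K9 antibody plus donor/acceptor beads, 10 min dark.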
* = called active by the depositor; i = inactive; ? = inconclusive; . = not tested or not shown; [ ] = dose if it differs, or a comment. Unless noted, the call rests on the fitted dose curve; in most records, active means well fitted curve in the direction sought with a large enough effect; inconclusive means small, poorly fitted or top-dose-only effect, or another doubt; inactive means no such curve, though single readings can be large; an effect the other way counts as inactive or inconclusive.

G9a block	BAZ2B inh	PGK inhibitor	GLS inh	Pin1 inh	HP1b binding inh	Pol eta inh	PI4K2A block	JMJD2A Tudor	Compound
?	35µM*	-16%	15%	7%	35µM*	50µM*	-7	25µM*	O=C1/C(=C/c2ccco2)SC(=S)N1CC1CCCO1 (stereo not given)
?	-5%	-6%	-2%	0%	5%	-16%	-6	-9%	Cc1occc1C(=O)NNC(=O)c1ccccc1Br
20%[59 µM]	9%	9%	7%	-1%	26%	-9%	3	-1%	Cc1noc(C)c1COc1cccc(C(=O)N(C)Cc2cccs2)c1
-19%	9%	-8%	12%	0%	32%	-20%	0	-7%	Cn1c(NNC(=O)c2ccc(C(C)(C)C)cc2)cc(=O)n(C)c1=O
40µM*	-35%	i	24%	28%	32%	-16%	-26	-13%	Cc1cccc(-n2nc3c(c2NC(=O)c2ccc(Br)o2)CSC3)c1
19%	-30%	-6%	-2%	-10%	-9%	-8%	-6	-17%	O=[N+]([O-])c1ccc2cn(-c3ccccc3)nc2c1
45µM*	4%	-2%	3%	-1%	-8%	-19%	-1	-24%	COc1cc(OC)c(NC(=O)C2CC(=O)N(c3ccc4c(c3)OCCO4)C2)cc1Cl (stereo not given)
9%[59 µM]	8%[57.1 µM]	-4%	4%	?	30%	-20%	2	-4%	CC(C)(C)OC(=O)N1CCC(c2c(C(=O)NC3CCCCC3)cnn2-c2ccc(F)cc2F)CC1
?	-3%	0%	4%	0%	20%	-25%	2	-18%	COc1ccc(-c2cc(C(=O)NCC(c3ccco3)N(C)C)c3ccccc3n2)cc1OC (stereo not given)
6%	6%	-8%	-2%	?	8%	-7%	-1	-13%	COc1ccc(-c2cc(C(F)(F)F)c(C#N)c(SCC(=O)Nc3nc(C)co3)n2)cc1
23%	16%	i	-18%	-1%	23%	-1%	-10	1%	CC1COc2ccccc2N1S(=O)(=O)c1ccccc1 (stereo not given)
?	-9%	-8%	-2%	-1%	22%	-14%	1	-13%	CN(C)S(=O)(=O)c1ccc(N2CCCC2)c(C(=O)NCC2COc3ccccc3O2)c1 (stereo not given)
-2%[59 µM]	0%	-7%	5%	-1%	10%	3%	1	-5%	CC(Sc1ccccc1)C(=O)Nc1cccc(N(C)S(C)(=O)=O)c1 (stereo not given)
5%	11%	-10%	-2%	?	22%	-6%	13	-23%	Cc1cc(C)c(OCCCCCNCCO)c(C)c1
?	-33%	4%	-4%	?	19%	-13%	-4	-3%	Cc1ccc(C(=O)Nc2sc3c(c2C(=O)O)CCCC3)o1
.	.	5%	-1%	.	.	-5%	0	.	CN(CCN1CCOCC1)C(=O)C1CCC(=O)N(Cc2ccc(Cl)cc2)C1 (stereo not given)
.	1%	-9%	-5%	-2%	34%[activator]	-25%	3	7%	CCN(CC)CC(=O)Nn1c(C)nc2c(ncn2-c2ccccc2)c1=O
10%	-16%	-8%	-14%	1%	11%	-2%	0	1%	O=C(CNC(=O)c1ccccc1F)N/N=C/c1cccnc1
?	-2%	-1%	6%	-4%	13%	1%	2	-9%	CCN(C(=O)CSc1nncn1-c1ccccc1)c1c(N)n(Cc2ccccc2)c(=O)[nH]c1=O
.	79µM*	-5%	0%	4%	17%	5%	-24	?	CC(C)(C)S(=O)(=O)c1cnc(-c2ccccn2)nc1N
-2%[12.7 µM]	6%	-2%	2%	10%	24%	-5%	-1	9%	COc1cc(C(=O)Nc2ccc(S(=O)(=O)NC(C)C)cc2)cc(OC)c1OC
14%	-3%	-3%	-10%	3%	12%	-4%	-2	-10%	COC(=O)/C=C(\Oc1ccccc1)C1(O)CCCCC1
1%[12.7 µM]	-5%	6%	-3%	-1%	24%	4%	-3	-6%	CCC(CC)C(=O)Nc1cccc(-c2nc3ccccc3o2)c1
-9%[2.33 µM]	0%	-11%	0%	0%	9%[57 µM]	-9%	3	-18%	O=C(O)c1cc(-c2ccc(Cl)c(Cl)c2)n(-c2ccccc2)n1
-2%[59 µM]	-12%	-2%	-2%	-7%	5%	-18%	8	-22%	COc1ccccc1CN1CCC(CNS(=O)(=O)c2cc(-c3cc(C)no3)ccc2OC)CC1
4%[59 µM]	-2%	3%	-2%	0%	29%	-11%	3	-14%	CC(=O)c1cccc(Nc2nn(-c3ccc(OC(F)(F)F)cc3)nc2C(C)=O)c1
1%	-4%	-4%	-5%	1%	49%[activator]	-13%	4	-11%	COc1ccccc1Nc1c2c(nc3ccccc13)CCC2
3%[59 µM]	-4%	-4%	-5%	7%	18%	0%	3	-20%	COc1ccc(OC)c(NC(=O)Cn2cc(C(=O)c3ccc(Cl)cc3)c(=O)c3cc(OC)ccc32)c1
.	.	-8%	1%	.	.	-3%	2	.	Cc1ccsc1C(=O)NCC(c1cccs1)N1CCOCC1 (stereo not given)
.	?	.	9%	1%	?	-19%	-1	-23%	S=C(NCc1ccco1)Nc1ccc(Oc2ccccc2)cc1

At a glance, 8 of the compounds above:
G9a block	BAZ2B inh	PGK inhibitor	GLS inh	Pin1 inh	HP1b binding inh	Pol eta inh	PI4K2A block	JMJD2A Tudor	Compound
?	-2%	-1%	6%	-4%	13%	1%	2	-9%	CCN(C(=O)CSc1nncn1-c1ccccc1)c1c(N)n(Cc2ccccc2)c(=O)[nH]c1=O
.	79µM*	-5%	0%	4%	17%	5%	-24	?	CC(C)(C)S(=O)(=O)c1cnc(-c2ccccn2)nc1N
-2%[12.7 µM]	6%	-2%	2%	10%	24%	-5%	-1	9%	COc1cc(C(=O)Nc2ccc(S(=O)(=O)NC(C)C)cc2)cc(OC)c1OC
14%	-3%	-3%	-10%	3%	12%	-4%	-2	-10%	COC(=O)/C=C(\Oc1ccccc1)C1(O)CCCCC1
1%[12.7 µM]	-5%	6%	-3%	-1%	24%	4%	-3	-6%	CCC(CC)C(=O)Nc1cccc(-c2nc3ccccc3o2)c1
-9%[2.33 µM]	0%	-11%	0%	0%	9%[57 µM]	-9%	3	-18%	O=C(O)c1cc(-c2ccc(Cl)c(Cl)c2)n(-c2ccccc2)n1
-2%[59 µM]	-12%	-2%	-2%	-7%	5%	-18%	8	-22%	COc1ccccc1CN1CCC(CNS(=O)(=O)c2cc(-c3cc(C)no3)ccc2OC)CC1
4%[59 µM]	-2%	3%	-2%	0%	29%	-11%	3	-14%	CC(=O)c1cccc(Nc2nn(-c3ccc(OC(F)(F)F)cc3)nc2C(C)=O)c1

Next records:
G9a block	BAZ2B inh	PGK inhibitor	GLS inh	Pin1 inh	HP1b binding inh	Pol eta inh	PI4K2A block	JMJD2A Tudor	Compound
?	-34%	0%[11.5 µM]	11%	-10%	-9%	-3%	3	?	N#CC1=C(N)c2ccccc2CC12CCCCC2
37%[12.7 µM]	51%[activator]	-4%	0%	7%	130%[activator]	-17%	-4	43%[activator]	CC1CCCN(c2ncnc3c2cnn3-c2ccc(Cl)cc2)C1 (stereo not given)
30%[activator][59 µM]	1%	3%	6%	9%	60%[activator]	-17%	6	-26%	COc1ccc(N(C(=O)c2cc(OC)c(OC)c(OC)c2)S(=O)(=O)c2ccc(C)cc2)cc1
23%	?	-7%	-1%	-1%	34%[activator]	-6%	1	-10%	Cc1ccc(S(=O)(=O)c2c(COC(=O)c3ccc(Cl)cc3)c(-c3ccccc3)nn2C)cc1
-5%[59 µM]	-12%	-11%	-2%	?	22%	-7%	-1	-13%	COc1ccc2c(c1)c(=O)c(S(=O)(=O)c1ccc(C)cc1)cn2Cc1ccccc1C
1%	-23%	3%	9%	-6%	32%	-12%	0	-1%	CC1=NCCN1S(=O)(=O)c1c(C(C)C)cc(C(C)C)cc1C(C)C
.	.	0%	18%	1%	5%	-5%	-3	-12%	O=S(=O)(Nc1ccc(-c2ccccc2)cc1)c1ccccc1
7%	1%	-14%	-4%	-6%	53%[activator]	-5%	-3	12%	O=C1CC(Cc2ccccc2)C(=O)N1c1ccc(Cl)cn1 (stereo not given)
8%[12.7 µM]	1%	-9%[11.5 µM]	5%	-8%	20%	1%	-2	-8%	O=C(NC1CCCC1)C1CCC(=O)N1C1CCCC1 (stereo not given)
?	-3%	10%	-4%	?	28%	-7%	-17	-15%	O=C(NCCCN1CCCCCC1)C1CCCN(S(=O)(=O)c2cccc3nsnc23)C1 (stereo not given)
.	.	-9%	-18%	4%	41%[activator]	-17%	28	1%	COC(=O)C1CCC(=O)N1C(c1ccc(OC)cc1)c1cc(OC)c(OC)c(OC)c1 (stereo not given)
4%[59 µM]	-6%	-6%	-2%	-3%	16%	-12%	-1	-14%	COc1ccc(OC)c(NC(=O)c2ccc(NS(C)(=O)=O)cc2)c1

Compound activity from PubChem.

These rows are one share of the data, so the mix of outcomes need not match the whole.
